# ALOX15B inhib = qHTS Assay for Inhibitors of 15-hLO-2 (15-human lipoxygenase 2); Polyunsaturated fatty acid lipoxygenase ALOX15B (Homo sapiens), O15296; purified 15hLO-2, xylenol orange hydroperoxide absorbance; Potency, µM (series often up to 57.1 µM), for inactives: at the top dose activity change, negative = inhibition, hits mostly inhibitors; 0.56% of 110,000 active; AID 881, 2007; note: potency is the fitted concentration of half-maximal effect; nearly all actives have a fitted effect of over 60% in size; many of its hits are not listed in these tables
#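 Purified human 15hLO-2 (50 nM final) preincubated with compounds 15 min at room temperature in 25 mM Hepes pH 7.5, 0.01% Triton X-100, then 45 uM arachidonic acid added for 90 min; hydroperoxide detected via ferrous/xylenol orange, 573/405 nm absorbance ratio.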
# IMPase cell inh = qHTS Assay for Identifying the Cell-Membrane Permeable IMPase Inhibitors; inhibition (IP1 accumulation), % at 46.1 µM; 120,000 tested, under 10 active; CHO-M1 cells, IP1 accumulation, HTRF TR-FRET ratio; AID 901, 2007; active = well fitted curve in the direction sought with a large enough effect in the signal ratio, not every such curve was filed as active; inconclusive = small, poorly fitted or top-dose-only effect, or a change in a side signal; inactive = no such curve, though single readings can be large or run the other way; the % refers to the signal ratio;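 note: cells stimulated with carbachol in lithium chloride buffer; plate controls were DMSO basal wells for no effect and reference inhibitor wells for full effect; higher means more IMPase inhibition seen as more IP1 and lower FRET ratio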
# Target sequence (P97697 whole entry, looked up): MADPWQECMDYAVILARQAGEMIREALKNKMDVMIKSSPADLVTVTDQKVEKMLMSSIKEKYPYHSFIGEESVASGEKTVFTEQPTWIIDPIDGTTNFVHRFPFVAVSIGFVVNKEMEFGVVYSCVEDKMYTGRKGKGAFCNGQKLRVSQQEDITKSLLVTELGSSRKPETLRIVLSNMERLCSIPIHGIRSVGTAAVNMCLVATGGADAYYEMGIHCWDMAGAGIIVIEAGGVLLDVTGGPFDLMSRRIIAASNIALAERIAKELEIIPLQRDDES
#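 Measured: the HTRF emission ratio (665/620 nm) plus the 620 nm donor channel, each fitted to the Hill equation to give AC50. Cells were CHO-M1 given compounds up to 46 uM and a 30 min carbachol stimulation at 37C.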
# PNC inhibitor = High Content Assay for Compounds that inhibit the Assembly of the Perinucleolar Compartment. activity change (PNC), negative = inhibition, % at 10 µM. AID 2417, 2010. PC3M PTB-GFP, PNC prevalence imaging, 16 h; stronger effect = lower value. 3.1% of 140,000 active;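 active = readout at or below -70, meaning at least 70% loss of cells showing the perinucleolar compartment, a nuclear body marking cancer cells; inconclusive = readout between -30 and a set limit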;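 note: plate controls were DMSO wells for no effect and camptothecin positive control wells for full effect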
#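 PC3M cells stably expressing PTB-GFP, 750–1000 cells/well, treated 16 h at 37 °C with compound (23 nl of library stock), in duplicate. After paraformaldehyde fixation and Hoechst stain, imaged at 20x; PNC prevalence scored by image analysis.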
# ALOX12 inhib = qHTS Assay for Inhibitors of 12-hLO (12-human lipoxygenase); purified 12-hLO, xylenol orange hydroperoxide absorbance; 0.12% of 150,000 active; Potency, µM (top dose mostly 57.1 µM), for the others: at the highest dose activity change, negative = inhibition, usual class: inhibitors; Polyunsaturated fatty acid lipoxygenase ALOX12 (Homo sapiens), P18054; note: potency is the fitted concentration of half-maximal effect; nearly all actives have a fitted effect of over 55% in size; many of its hits are not listed in these tables
# Target sequence (P18054 whole entry, looked up): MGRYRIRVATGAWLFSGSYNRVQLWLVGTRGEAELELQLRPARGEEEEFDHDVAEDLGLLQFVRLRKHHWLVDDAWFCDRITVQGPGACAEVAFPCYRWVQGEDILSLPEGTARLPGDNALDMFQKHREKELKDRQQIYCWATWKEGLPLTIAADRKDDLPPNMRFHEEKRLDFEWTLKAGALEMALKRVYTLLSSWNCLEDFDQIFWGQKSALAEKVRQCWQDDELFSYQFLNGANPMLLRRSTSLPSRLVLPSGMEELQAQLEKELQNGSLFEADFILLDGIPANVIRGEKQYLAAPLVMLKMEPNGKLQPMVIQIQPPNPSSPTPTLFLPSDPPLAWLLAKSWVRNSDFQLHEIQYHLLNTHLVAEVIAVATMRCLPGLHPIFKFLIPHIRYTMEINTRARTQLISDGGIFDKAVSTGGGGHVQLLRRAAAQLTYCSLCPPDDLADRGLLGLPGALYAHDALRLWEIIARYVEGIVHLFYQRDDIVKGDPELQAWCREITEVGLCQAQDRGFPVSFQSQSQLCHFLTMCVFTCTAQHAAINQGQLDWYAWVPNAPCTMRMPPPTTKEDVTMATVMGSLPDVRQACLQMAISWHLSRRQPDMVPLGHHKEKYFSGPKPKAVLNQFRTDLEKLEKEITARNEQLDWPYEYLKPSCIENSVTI
#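 Purified human 12hLO (150 nM final) was preincubated with compounds for 15 min at room temperature in 25 mM Hepes pH 7.0, 0.01% Triton X-100, then reacted with 40 uM arachidonic acid for 30 min. Hydroperoxide was detected with ferrous iron/xylenol orange.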
# Active calls of the source: *; ? = inconclusive; / = not tested or not shown; [ ] = dose if it differs, or a comment. Unless noted, calls come from the whole dose curve; as a rule, active = well fitted curve in the direction sought with a large enough effect; inconclusive = small, poorly fitted or top-dose-only effect, or another doubt; inactive = no such curve, though single readings can be large; an effect the other way counts as inactive or inconclusive. Unless noted, % is set by controls: 0 for no effect and ±100 for the full control effect.
SMILES,ALOX15B inhib,IMPase cell inh,PNC inhibitor,ALOX12 inhib
Cc1ccccc1C(=O)N1CCC(C(=O)Nc2ccc3c(c2)OCO3)CC1,/,/,-29,1%
COCCCn1c(=O)/c(=C\c2ccccc2OC(F)F)s/c1=C(/C#N)C(=O)NC(C)C,/,2,-14,3%
Cc1ccc2cc3c(NC(=O)C4CCCO4)nn(CC(C)C)c3nc2c1 (stereo unspecified),-10%,-1,?,-6%
CCc1nnc(NC(=O)c2sc3nc4c(cc3c2N)CCCCCC4)s1,/,-14,-10,-2%
O=S(=O)(NC1=NCCC1)c1cccc(NS(=O)(=O)c2ccc(OC(F)(F)F)cc2)c1,/,/,-19,0%
CC1=C(C(=O)NCc2ccccc2)C(c2ccc(C)o2)n2ncnc2N1 (stereo unspecified),20%,7,1,-4%
Nc1ccc(O)cc1C(=O)OCC(=O)c1ccc(C2CCCCC2)cc1,/,/,?,-6%
Cc1cccc(C)c1Nc1nnc(SCC(=O)c2ccc(Br)s2)s1,/,/,-19,-5%
CCN(CC)c1ccc(NC(=O)c2ccco2)cc1,-17%,10,15,11%
CCC1(C)Cc2c(sc3nc(NN)n(C)c(=O)c23)CO1 (stereo unspecified),19%,2,3,-13%
CC(C)(CN)SCc1ccccc1,2%[11.4 µM],/,/,1%[11.4 µM]
C=CCc1ccccc1OCC(=O)OCCNC(=O)c1cccnc1,0%,-2,5,-4%
NC(=O)C1CCN(c2nc(C3CC3)nc3c2nnn3Cc2ccccc2Cl)CC1,-3%,1,-16,-4%
CCCn1c(SCC(=O)NCC2CCCO2)nc2c1c(=O)n(C)c(=O)n2C (stereo unspecified),-3%,1,?,-6%
Cc1ccccc1OCc1nnc(SCc2cc(=O)[nH]c3ccccc23)n1-c1ccccc1,/,3,3,-4%
CC1CN(C(=O)c2scc3c2OCCO3)CC(C)O1 (stereo unspecified),1%,-4,43,-4%
COCc1cc(CN2CCN(C)CC2)c(O)c2ncccc12,27%,16,3,-22%
CC(=O)Nc1ccc(Nc2cc(C)nc3c(-c4ccccc4)cnn23)cc1,/,-5,?,-2%
COC(=O)[C@@]1(Cc2ccc(OC)cc2)[C@H]2c3cc(C(=O)N(C)C)n(Cc4ccc(C(F)(F)F)nc4)c3C[C@H]2CN1C(=O)c1ccccc1,8%,/,/,-25%
CCN1CC2=C(OC(N)=C(C#N)C2c2cccs2)/C(=C/c2cccs2)C1 (stereo unspecified),3%,1,-26,-17%
O=c1[nH]c2ccccc2nc1N1CCOCC1,0%,1,-13,-3%
Cc1ccc(-c2csc3ncnc(-n4cnc5ccccc54)c23)cc1,/,5,?,-2%
Cc1cc(C)n2nc(SCC(=O)N(C)Cc3ccccc3)nc2n1,6%,12,?,-7%
CC(C)(C)C(=O)NC(=S)Nc1sc2c(c1C#N)CCCCC2,/,-8,18,-1%
O=C(c1cc2sccc2n1Cc1ccccc1)N1CCc2ccccc21,8%,13,15,-12%

# Next section:
SMILES,ALOX15B inhib,IMPase cell inh,PNC inhibitor,ALOX12 inhib
COc1cccc2c(=O)c3c(cnn3C)n(C)c12,-3%[2.29 µM],-17,?,-2%
Cc1ccccc1NC(=S)NCc1ccccc1,/,/,?,-7%
COc1ccc(CCn2c(N3CCN(Cc4ccccc4)CC3)nc3c2c(=O)[nH]c(=O)n3C)cc1,6%,-1,2,-7%
COC(=O)c1ccc(NC(=O)C23CC4CC(C2)CC(n2cncn2)(C4)C3)cc1,/,?,30,-2%
Cc1ccc(S(=O)(=O)N2CCN(C(=O)c3cc4c(C)nn(-c5ccccc5)c4s3)CC2)cc1,4%,-4,?,-13%
O=C(c1ccc(N2C(=O)C3CC=C(Cl)CC3C2=O)cc1)N1CCCCC1 (stereo unspecified),-1%,-2,-25,-6%
CCOc1ccccc1-c1nc(-c2ccncc2)no1,9%,4,-21,-5%
Cc1nn(CC(=O)Nc2ccc(Cl)cn2)c(C)c1[N+](=O)[O-],4%,-1,10,-9%
CN1/C(=C\C=N\NC(=O)c2ccc(O)cc2)C(C)(C)c2ccccc21,/,/,-6,6%
COc1ccc(-c2nc(C#N)c(NCCc3ccccc3)o2)cc1,/,12,-100*,-8%
O=C(Nc1ccc(Cl)cc1)N1CCSCC1,-1%,-7,?,3%
CC(c1nnc(SCC(=O)Nc2sccc2C#N)n1-c1ccc(Cl)cc1)N(C)C (stereo unspecified),-8%,-9,2,1%
Cc1ccc(N2C(=O)C3C(C2=O)C2C=CC3C23CC3)cc1 (stereo unspecified),-6%,-4,15,6%
Cc1cc(N)n2ncc(-c3ccccc3)c2n1,5%,4,27,7%
CC(C)NC(=S)N/N=C/c1ccc2c(c1)OCCO2,/,/,-4,-10%
O=C1/C(=C\c2ccco2)SC(=S)N1Cc1ccccc1,?,11,-9,?
O=C(N/N=C/c1ccccn1)c1cc(-c2cccc3ccccc23)n[nH]1,/,-5,?,-2%
Cc1nc2sc(C(c3ccccc3)N3CCOCC3)c(O)n2n1 (stereo unspecified),/,15,?,2%
CCOC(=O)c1c(NC(=O)c2cccc(N3C(=O)CCC3=O)c2)sc(C)c1C,7%,-5,30,1%
COc1ccc2[nH]cc(CCNc3cc(-c4ccccc4C(F)(F)F)ncn3)c2c1,-27%,/,/,-12%
Cn1c(=O)c2c(nc(N/N=C/c3ccc(OC(=O)c4ccco4)cc3)n2Cc2ccc(F)cc2)n(C)c1=O,/,-4,-29,-2%
Cc1nc(N2CCN(Cc3ccccc3)CC2)c(C#N)c2c1COC(C)(C)C2,/,-9,80,2%
Cc1ccccc1C(=O)Nc1ccccc1C(=O)NCc1ccccc1,8%,5,0,2%
CC1(C)CC(=O)c2sc(NC(=O)c3ccc4ncsc4c3)nc2C1,-10%,-3,-19,-9%
CCN(CC)S(=O)(=O)c1ccc(OCC(=O)NCc2ccccc2)cc1,-1%,5,-28,-4%

# Rewritten field by field: part of the list above
O=C(c1ccc(N2C(=O)C3CC=C(Cl)CC3C2=O)cc1)N1CCCCC1 (stereo unspecified)
  ALOX15B inhib: -1%; IMPase cell inh: -2; PNC inhibitor: -25; ALOX12 inhib: -6%
COc1cccc2c(=O)c3c(cnn3C)n(C)c12
  ALOX15B inhib: -3%[2.29 µM]; IMPase cell inh: -17; PNC inhibitor: ?; ALOX12 inhib: -2%

# Next entries.
SMILES,ALOX15B inhib,IMPase cell inh,PNC inhibitor,ALOX12 inhib
CCOC(=O)COc1ccc2cc(C(=O)OCC)c(=O)oc2c1,7%,?,5,-4%
O=C(NCN1CCN(c2ccccn2)CC1)c1cnccn1,-9%,-14,-19,-4%
CCOc1ccc(N(CC(=O)NC2CCCC(C)C2C)S(=O)(=O)c2c(C)noc2C)cc1 (stereo unspecified),/,7,?,-4%
O=C(CCN1C(=O)/C(=C\c2cccs2)SC1=S)NC1=NCCS1,/,/,-18,-3%
COc1ccc(S(=O)(=O)Nc2nnc(C(C)C)s2)cc1,-2%,23,?,5%
Cc1ccc2oc(-c3ccc(NC(=O)c4ccc5c(c4)OCO5)cc3)nc2c1,/,?,13,-6%
CCC(C)n1nnc2c(=O)oc3ccccc3c21 (stereo unspecified),-1%,-3,-14,3%
Cc1ccc(Nc2nnc(SC3CCOC3=O)s2)cc1 (stereo unspecified),/,3,?,0%
O=C(O)C[C@H](Cc1ccc2c(c1)OCO2)C(=O)O,1%[11.4 µM],/,/,-8%[11.4 µM]
Cc1nc(N)sc1-c1nnc(SCC(=O)Nc2nccs2)n1C,-7%,0,22,3%
O=C1CSC(c2cn(-c3ccccc3)nc2-c2cccs2)N1CC1CCCO1 (stereo unspecified),-6%[11.4 µM],11[1.84 µM],11,-1%
CCOc1cc(/C=C2\SC(=N)N(c3nonc3N)C2=O)ccc1OCC(N)=O,/,-9,17,5%
Cc1ccc(C(=O)CSc2ncn[nH]2)cc1,-7%,-17,33,-17%
CSC1=NCCN1C(=O)C(C)Oc1ccccc1 (stereo unspecified),-3%,-4,16,3%
COc1ccc(OC)c(-n2nnnc2SCC(=O)Nc2ccc(C(=O)N3CCCCC3)cc2)c1,-6%,13,47,1%
COc1ccccc1CNC(=O)C/C(C)=N/NC(=O)Cc1ccccc1,-3%,1,-4,-4%
Cc1cc[n+](CC(=O)c2cccs2)cc1,-3%,2,0,8%
N#CCCn1c(=O)c(-c2cccs2)nc2cnc(Oc3cccc(Cl)c3)nc21,3%,/,/,-4%
COc1cccc2c(=O)n(CC(=O)N3CCc4ccccc43)ccc12,1%,5,16,1%
Cc1ccc(NC(NC(=O)Cc2ccccc2)C(Cl)(Cl)Cl)cc1 (stereo unspecified),/,-2,-111*,-2%
O=C(Nc1cc(S(=O)(=O)N2CCCC2)ccc1Cl)C1=COCCO1,5%,2,27,-1%
CC(C)(C)C(=O)CC1(O)C(=O)N(Cc2ccccc2)c2ccccc21 (stereo unspecified),5%,-6,-13,0%
CCOC(=O)CNC(=O)CN1C(=O)CCS(=O)(=O)c2ccccc21,/,6[1.84 µM],-10,-4%
CCCNC(=O)C/C(C)=N/NC(=O)COc1ccc(C)cc1Br,/,11,?,0%
O=C(CN1C(=O)C2C3C=CC(C3)C2C1=O)Nc1ccc2c(c1)OCCO2 (stereo unspecified),0%,-6,12,-6%

# (further entries)
SMILES,ALOX15B inhib,IMPase cell inh,PNC inhibitor,ALOX12 inhib
Cc1ccc(Cn2cccc2C2=NC(C)CO2)cc1 (stereo unspecified),-8%,1,19,10%
CCn1c(SCC(N)=O)nnc1-c1ccc2[nH]c(C)c(C)c2c1,-2%,-6,44,-4%
Cn1c(=O)c2c(nc(NCCCO)n2Cc2cccc(C(F)(F)F)c2)n(C)c1=O,2%,4,29,-2%
CN(C)c1ccc(NC2=C(Cl)C(=O)c3ccccc3C2=O)cc1,/,/,26,-6%
NC[C@](O)(CS(=O)(=O)O)c1ccc(Cl)cc1,13%,-2,/,-5%
CCC(C(=O)c1ccc2ncccc2c1)c1ccccc1 (stereo unspecified),/,/,53,-3%
C[C@@H]1C(c2ccc(F)cc2)=NN(c2ccc(Br)cc2)[C@H]1C(=O)N1CCOC1=O,-11%[0.0915 µM],/,/,-4%[0.00818 µM]
CCC(=O)c1ccc2c(c1)N(CCCN(C)C)c1ccccc1S2,29%,19,/,-2%
FC(F)(F)c1ccccc1-c1nc(N2CCNCC2)c2ccccc2n1,23%,/,/,1%
Cc1nc2c3ccccc3n(CCN3CCCCC3)c2s1,1%,6,27,4%
Cc1ccc(-c2noc(CN(C(=O)C34CC5CC(CC(C5)C3)C4)C(C)C)n2)cc1,0%,-9,-13,1%
O=C(Nc1nnc(SCC(=O)N2CCCCC2)s1)c1cccs1,?,12,16,-1%
CCc1nnc(SCC(=O)Nc2ccccc2)nc1CC,7%,2,47,-5%
Cc1cccc(N(C)C(=O)c2cc3cc4ccc(C)cc4nc3o2)c1,2%,8,24,0%
CC(=O)c1cccc(NC(=O)c2ccc(N(Cc3ccccc3)S(C)(=O)=O)cc2)c1,0%,4,?,-2%
COc1cccc(N(C(=O)CNC(=O)c2ccco2)C(C(=O)NC2CCCC2)c2ccncc2)c1 (stereo unspecified),4%[2.29 µM],3,-21,0%
O=C(c1ccccc1)N1CC(COc2ccccc2)OC(c2cccnc2)O1 (stereo unspecified),-16%,13,22,-4%

# Looked up by structure from the entries so far:
SMILES,ALOX15B inhib,IMPase cell inh,PNC inhibitor,ALOX12 inhib
Cn1c(=O)c2c(nc(N/N=C/c3ccc(OC(=O)c4ccco4)cc3)n2Cc2ccc(F)cc2)n(C)c1=O,/,-4,-29,-2%
Cc1cc(N)n2ncc(-c3ccccc3)c2n1,5%,4,27,7%
CCN(CC)c1ccc(NC(=O)c2ccco2)cc1,-17%,10,15,11%
Cc1ccc(NC(NC(=O)Cc2ccccc2)C(Cl)(Cl)Cl)cc1 (stereo unspecified),/,-2,-111*,-2%
CCn1c(SCC(N)=O)nnc1-c1ccc2[nH]c(C)c(C)c2c1,-2%,-6,44,-4%
